LGR2 antag: inhibitors of bursicon-induced LGR2 CRE-luciferase signal, primary screen, cell-based, HEK293, CRE-luciferase reporter, bursicon stimulation | inhibition, % at 9.99 µM | Drosophila bursicon receptor LGR2 (rickets) | hit rate 0.35% among 380,000 | bursicon-stimulated, 4 h | AID 720647, 2013;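 active = drop in luminescence signal, shown as inhibition above about 50% in the replicate tests, limit read from the data, passing the limit was not always enough; inconclusive = probably only some replicates passing the limit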;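 also: agonist challenge used bursicon conditioned medium at about half maximal strength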
Statin myotox sup: suppressors of statin myotoxicity in C2C12 myotubes, primary screen, cell-based, single point, plate reader; C2C12 myotubes + simvastatin, ATP luminescence, 48 h; scaled: DMSO 0, geranylgeraniol control 100; rescue of ATP level, % at 7.49 µM; hit rate 0.78% among 330,000; AID 602340, 2012;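 active = mean ATP rescue above about 67%, or every replicate alone reaching that limit, limit read from the data, passing the limit was not always enough; inconclusive = no clear call, values can overlap the other calls; inactive = mean under the limit and some replicate under it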;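 also: myotubes were challenged with 10 µM simvastatin during compound exposure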
PglD inh: C. jejuni PglD acetyltransferase inhibitors, primary screen, biochemical, DTNB colorimetric, single point | UDP-N-acetylbacillosamine N-acetyltransferase PglD (Campylobacter jejuni) | purified PglD enzyme, DTNB colorimetric CoA detection | inhibition, % at 12.5 µM | hit rate 0.098% among 360,000; in the data active = inhibition above about 16%, passing the limit was not always enough; inconclusive = no clear call, values can overlap the other calls; also: strong numbers were not always called active
PAX8 reporter: inhibitors of PAX8-driven TPO luciferase reporter, primary screen, RMG-I cells, single concentration | SteadyGlo, 24 h | hit rate 1.2% among 360,000 | inhibition, % at 12.6 µM | AID 652154, 2013;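 active = mean replicate inhibition at least 60% with every replicate also reaching 60%; inconclusive = only one of the two criteria is met; inactive = mean below 60% and not all replicates reaching 60%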;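 also: luciferase light reporting Pax8 driven TPO promoter activity; plate controls were median of neutral control wells for no effect and mitoxantrone controls for full effect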
PGC1a acetyl inh: inhibitors of PGC1a acetylation signal, primary screen, cell-based, U2OS, AlphaScreen, inhibitor mode | AlphaScreen anti-acetyl-lysine; with virally co-expressed GCN5 acetyltransferase | inhibition, % at 15.6 µM | hit rate 0.17% among 350,000 | AID 651687, 2012;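 active = every replicate shows inhibition of at least 40%; inconclusive = mean inhibition at least 40% but some replicate below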;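 also: 0% = neutral control wells and 100% = positive control wells; some results beyond the cut were filed as inactive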
ARNT-TACC3 inh: disruptors of ARNT/TACC3 protein interaction, primary screen, biochemical, AlphaScreen, single concentration; AlphaScreen His-ARNT PAS-B/GST-TACC3 binding, luminescence; TACC3 fragment carries E629A point mutation; inhibition, % at 9.99 µM; hit rate 0.66% among 390,000; AID 623870, 2012;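 active = mean inhibition of replicates at least 50% and at least half of replicates each reaching 50%; inconclusive = half or more replicates reach 50% but mean below 50%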;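 also: 0% = complete ARNT plus TACC3 wells and 100% = ARNT alone without TACC3; many hits fall short of the cut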
Cneo AK release: Cryptococcus neoformans cell lysis inducers, primary screen, AK release luminescence, single concentration. AID 651654, 2012. C. neoformans lysis, adenylate kinase release luminescence, 4 h; normalised: neutral wells 0, clomiphene wells 100. hit rate 0.2% among 360,000. lysis activity, % at 15 µM;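 active = mean lysis activity across replicates of at least 80%, whatever share of replicates individually reach that level; inactive = mean lysis activity below 80%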
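Assay system: Cryptococcus neoformans yeast cells / Dosing: single-point compound dose / Timing: 4 h at 37 °C static, read 1 h later / Measured by: luminescence of released adenylate kinase using an AK detection reagent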
GSIS activator: GLuc luminescence reporter in INS-1E cells, primary screen for activators of glucose-dependent secretion of insulin; activation, % at 16.6 µM; hit rate 0.61% among 370,000; INS-1E GLuc reporter insulin secretion, 2-3 h;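 active = lowest replicate activation of at least 40%, so every replicate reaches that level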;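 also: 0% = median of neutral control wells and 100% = median of IBMX positive control wells; some compounds called inactive have numbers as strong as hits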
An asterisk follows results filed as active; ? = inconclusive; nt = not tested or not shown.

SMILES	LGR2 antag	Statin myotox sup	PglD inh	PAX8 reporter	PGC1a acetyl inh	ARNT-TACC3 inh	Cneo AK release	GSIS activator
CC(=O)OCO/N=[N+](\[O-])N1CCCC1	nt	nt	0	-10	2	2	-5	nt
CO[C@@H](CN(C)C(=O)c1cnccn1)[C@@H](C)CN([C@@H](C)CO)S(=O)(=O)c1ccc(C)cc1	9	-3	-1	nt	5	0	16	19
COc1ccccc1NC(NC(=O)c1ccco1)C(=O)c1ccccc1 (stereo unspecified)	-10	4	-1	nt	-4	-18	-1	40
Cc1ccc(S(=O)(=O)NC(=O)Nc2ccccc2F)cc1	nt	8	-1	5	nt	-14	0	nt
Cc1nnc(NC(=O)c2cccc(S(=O)(=O)N3CCc4ccccc43)c2)s1	nt	16	3	nt	13	3	-2	nt
N#Cc1c(Nc2ccccc2)c(C=NCCN2CCOCC2)c[nH]c1=O	nt	nt	3	nt	39	-5	-3	nt
CCCN1[C@H](C(=O)NC2Cc3ccccc3C2)[C@@H](CO)[C@@H]2Cn3c(cccc3=O)[C@@H]21	33	11	1	-18	nt	-7	-4	2
COc1ccc(S(=O)(=O)NC(=O)C2(C)CCN2C(=O)Cc2ccccc2Cl)cc1 (stereo unspecified)	1	8	3	-17	4	nt	0	-4
O=C(Nc1ccc(Cl)cc1)N1CCOCC1	-12	7	4	11	-5	-11	3	7
O=C(CN1C(=O)c2cccnc2Oc2ccc(Cl)cc21)NCCc1ccccc1	-14	5	0	-9	nt	-1	1	-13
Clc1ccccc1CSc1ncn(-c2ccccc2)n1	nt	3	-5	nt	-5	-5	-4	nt
CC(C)C(NS(=O)(=O)c1ccc2c(c1)C(C)(C)C(=O)N2C)C(=O)NCc1ccc(F)cc1 (stereo unspecified)	-5	-9	-3	5	nt	-6	-1	-10
CC(C(=O)Nc1ccc2c(c1)OCO2)N(C)CC(=O)Nc1ccccc1Cl (stereo unspecified)	18	-1	-74	4	-6	nt	1	-11
COc1cc(-c2cc(NC=O)c3ncc(-c4cccc(C(F)(F)F)c4)n3c2)cc(OC)c1OC	-19	-4	-1	16	7	nt	-1	0
Cc1cc(NC(=O)c2cc3ncc(Br)cn3n2)no1	-26	9	4	nt	1	1	-1	40
Cc1noc(C)c1S(=O)(=O)Nc1ccc2c(c1)C(=O)N([C@@H](C)CO)C[C@@H](C)[C@@H](CN(C)Cc1ccc(C(=O)Nc3ccccc3N)cc1)O2	-10	-6	2	nt	6	-1	14	23
Cc1cc(Cl)cc(C)c1OCCCCN1CCOCC1	nt	28	1	nt	nt	3	-2	nt
O=[N+]([O-])c1cccc(/C=C2\CCC(/C=N/Nc3ccc4ccccc4n3)=C2N2CCOCC2)c1	0	nt	nt	-11	nt	3	nt	-2
CC1SCC(=O)N(CC(=O)NCCc2ccccc2)C1=O (stereo unspecified)	4	nt	nt	0	9	-1	nt	-2
COc1cccc(S(=O)(=O)Nc2ccc3c(c2)OC[C@H](C)N(Cc2ccccc2F)C[C@@H](C)[C@@H](OC)CN(C)C3=O)c1	23	55	nt	50	-3	nt	nt	-24
COC(=O)c1ccc(N2CCOCC2)c(NC(=O)c2ccc3c(c2)OCCO3)c1	-4	7	-1	-3	2	-2	0	4
COc1ccc(NC(=O)c2cc([N+](=O)[O-])ccc2O)cc1	96*	nt	nt	100*	8	3	nt	5
C[C@H](CO)N1C[C@H](C)[C@H](CN(C)S(=O)(=O)c2ccc(C#N)cc2)Oc2ncc(C#Cc3ccc(F)cc3)cc2C1=O	-6	-8	3	nt	3	9	4	-16
CCOC(=O)c1sc(=NC(=O)c2cccc(OC)c2)n(C)c1C	nt	-25	-2	nt	3	-3	0	nt
O=C(O)CC(NCc1ccco1)C(=O)OCCc1ccccc1 (stereo unspecified)	nt	nt	-3	nt	-1	1	0	nt
O=C(NNC(=O)c1cc(S(=O)(=O)N2CCOCC2)c(Cl)cc1Cl)c1ccccc1F	-22	-1	5	-23	4	-9	-6	-7
CC(C)(C)N(Cc1ccccc1)C(=O)COC(=O)CN1C(=O)C2CC=CCC2C1=O (stereo unspecified)	10	4	1	-7	-4	-4	3	-3
Cc1ccc(N2C(=O)C3C(C2=O)C(C(=O)c2ccc(Cl)cc2)N2CCCC32)cc1 (stereo unspecified)	5	nt	4	nt	-4	1	0	-13
CC(C)CN(C(=O)CSc1ncnc2sccc12)C1CCS(=O)(=O)C1 (stereo unspecified)	-6	8	1	10	6	-17	-1	53
Cc1cc(C)cc(NC(=O)CSc2nnc(-c3ccccc3)n2N)c1	nt	nt	2	-2	nt	14	0	nt
CC1=C(C(=O)Nc2cc(C(=O)NCCC(C)C)ccc2C)SCCO1	-6	-11	2	3	nt	-10	-2	nt
Cn1c(CO)cnc1S(=O)(=O)Cc1ccc([N+](=O)[O-])cc1	-3	-11	-2	nt	52	0	-4	4
CCCCc1cc(=O)oc2cc(OCC(=O)N3CCC(C(N)=O)CC3)ccc12	nt	-2	-3	nt	-10	-1	20	nt
Cc1cccc(NC(=O)C(C)OC(=O)c2ccccc2NS(=O)(=O)c2cc(C)c(C)c([N+](=O)[O-])c2)c1 (stereo unspecified)	?	nt	nt	2	nt	-1	nt	1
Cc1ccc2nc(N3C(=O)C(O)=C(C(=O)c4ccc(C)o4)C3c3ccc(O)cc3)sc2c1 (stereo unspecified)	-12	8	2	-26	1	2	0	nt
COc1ccccc1NC(=O)Nc1ccnn1C1CCN(C(=O)C2CCOC2)CC1 (stereo unspecified)	6	-3	-5	4	12	nt	0	32
CCCCNC(=S)Nc1ccc2nc3n(c(=O)c2c1)CCCCC3	-11	nt	-1	-18	nt	nt	-5	nt
CCOC(=O)CNC(=O)C(Cc1ccccc1)NS(=O)(=O)c1cccs1 (stereo unspecified)	nt	nt	-6	10	6	1	1	nt
Cc1ccccc1C(=O)NC1CCN(Cc2nnnn2C2CCCC2)CC1	nt	-4	4	-8	-4	-6	-9	nt
COc1cccc(OCC(O)CN2CCN(c3ccccn3)CC2)c1 (stereo unspecified)	-19	nt	-1	46	5	2	-3	-4
COCCNC(=O)c1cccc(OC2CCN(Cc3ccc(OC(F)F)cc3)CC2)c1	0	-5	9	23	nt	-1	-1	-2
C=CCn1c(SCC#N)nnc1-c1ccc2ncccc2c1	19	nt	nt	12	-6	-2	nt	0
CCCN1[C@@H]2Cn3c(ccc(/C=C/c4ccccc4)c3=O)[C@H]1[C@@H](C(=O)NCc1ccccn1)[C@@H]2CO	0	17	0	nt	nt	-11	-1	-6
CCN(C(=O)Cc1cccs1)c1nnc(-c2cccnc2)s1	-25	8	-3	-45	-1	1	0	9
CCn1c(=O)n(CC)c2cc(N3CCCC3)c(NC(=O)c3cccc(C)c3)cc21	-6	-1	2	-10	34	5	-1	19
CCCCS(=O)(=O)NC1=NCN(Cc2ccco2)CN1	nt	nt	-7	-16	9	-3	0	nt
CC(Oc1cccc2ccccc12)C(=O)N/N=C/c1cccnc1 (stereo unspecified)	16	9	2	-14	nt	2	-1	1
Cc1nn(C)c(C)c1CN(C)C(=O)c1nn2c(c1Br)NC(c1cccs1)CC2C(F)(F)F (stereo unspecified)	nt	nt	-4	28	nt	-1	-1	nt
COc1cccc(-c2cnc(C(O)c3ccc(Cl)cc3C)[nH]2)c1 (stereo unspecified)	4	13	0	9	nt	nt	-2	nt
Cc1ccc(C(=O)N2CCCC2)cc1S(=O)(=O)N1CCOCC1	-15	nt	-7	-1	1	-4	-1	22

Profiles as entered above. Order of screens: LGR2 antag, Statin myotox sup, PglD inh, PAX8 reporter, PGC1a acetyl inh, ARNT-TACC3 inh, Cneo AK release, GSIS activator
CC(Oc1cccc2ccccc12)C(=O)N/N=C/c1cccnc1 (stereo unspecified) is listed with 16, 9, 2, -14, nt, 2, -1, 1
CCCCS(=O)(=O)NC1=NCN(Cc2ccco2)CN1 is listed with nt, nt, -7, -16, 9, -3, 0, nt
CCN(C(=O)Cc1cccs1)c1nnc(-c2cccnc2)s1 is listed with -25, 8, -3, -45, -1, 1, 0, 9

Next part.
SMILES	LGR2 antag	Statin myotox sup	PglD inh	PAX8 reporter	PGC1a acetyl inh	ARNT-TACC3 inh	Cneo AK release	GSIS activator
C[C@H](CO)N1C[C@H](C)[C@@H](CN(C)C(=O)Nc2cccc3ccccc23)OCCCC[C@H](C)Oc2ccc(NC(=O)c3ccccc3)cc2C1=O	7	nt	2	15	-27	-2	-1	6
CCC(=O)N1[C@H](CO)[C@H](c2ccc(-c3ccc(F)cc3)cc2)[C@@H]1CN(C)C(C)=O	6	5	0	5	-1	0	1	-2
COc1cc(OC)cc(-c2c(-c3cccs3)c3cc(-c4ccc(OC)c(OC)c4)ccc3n2C)c1	-12	-1	-3	8	nt	2	1	38
C[C@@H]1CN([C@H](C)CO)C(=O)c2cc(C#Cc3ccccc3F)cnc2O[C@H]1CN(C)C	3	28	0	0	-7	6	1	-4
O=C(Nc1ccc(F)cc1)C1CC(=O)n2c(nc3ccccc32)N1 (stereo unspecified)	13	nt	7	-2	7	6	0	7
Cc1oc2nc(SCC(=O)NCCCO)nc(N)c2c1C	nt	0	5	-17	-6	-3	2	nt
CC1(C)OC(=O)C(=Cc2ccc(-c3ccc(Cl)c(C(=O)O)c3)o2)C(=O)O1	-6	nt	nt	-9	nt	2	nt	8
CCCC(CCC)=NNC(=O)c1ccccc1F	-41	-3	nt	-36	0	1	nt	8
CC(=O)NC1C(=O)N=C(SCC(=O)Nc2c(C)cccc2C)NC1=O (stereo unspecified)	6	nt	nt	0	2	-3	nt	6
COc1ccccc1C(=O)NC(=O)CSc1nnc(C)s1	-13	1	-3	2	nt	-5	-1	19
C[C@H](CO)N1C[C@H](C)[C@@H](CN(C)C(=O)C2CC2)Oc2ncc(/C=C/c3ccccc3)cc2C1=O	-1	39	nt	nt	-3	nt	nt	-9
Cc1cc(C)cc(NC(=O)C2C3C=CC4(O3)C2C(=O)N(CCCN2CCCCC2)C4C(=O)NC2CCCCC2)c1 (stereo unspecified)	-14	-6	-6	-4	-15	-2	2	-1
CC(C)(C)C1CCC(OCC(O)CN2CCN(c3ccccn3)CC2)CC1 (stereo unspecified)	-6	nt	nt	1	1	-6	nt	-18
CC(=O)Nc1ccc(OC(=O)Cc2ccc(Cl)cc2)cc1	4	2	5	-2	nt	-4	3	8
CCOC(=O)C1=C(C)Nc2ccccc2N=C1NC(=O)CCCN1C(=O)c2ccccc2C1=O	nt	-7	-3	-1	2	-5	-2	nt
CO[C@H]1CN(C)C(=O)c2cc(NS(C)(=O)=O)ccc2OC[C@H](C)N(CC2CC2)C[C@H]1C	10	6	-4	5	-4	-1	2	7
COc1cccc(C(=O)Nc2ccc(NC(=O)C3C4C=CC(C4)C3C(=O)O)cc2)c1 (stereo unspecified)	-23	nt	1	nt	-2	-5	-3	5
C/C=C/c1ccc2c(c1)O[C@H](CN(C)C(=O)NCCC)[C@@H](C)CN([C@H](C)CO)S2(=O)=O	-8	11	2	-1	-6	0	-3	6
CC/C(=N/NC(=O)c1ccccc1)c1ccc(OCCN2CCOCC2)cc1	-17	nt	-6	20	1	-2	5	4

Rows were taken by chance; any-hit rate near 2.9%.
